Assay outcomes from PubChem.
H37Rv inhibition: M. tuberculosis growth inhibition, HTS (AID 449762). M. tuberculosis H37Rv growth inhibition, 7H9 media; higher % means a stronger effect. one-dose inhibition, % at 25 µM; IC50 in µM for titrated hits. actives 0.59% (n = 330,000); in the data active means a potency from the dose series; inconclusive means inhibition above about 70% without an active follow-up result;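 further: bacterial growth assessed after seven days of incubation; strong numbers were not always called active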
Salmonella PhoP GFP: Inhibition of PhoP regulon, Salmonella typhi GFP reporter cells, confirmation, 4 h (AID 1850) | actives 0.33% (n = 310,000) | inhibition, % at 50 µM, or IC50 in µM where a hit was titrated | Salmonella Typhi PhoP-promoter GFP reporter, fluorescence, 4 h; higher % means a stronger effect; in the data active means a potency from the dose series; inconclusive means inhibition mostly from about 25% at the one dose, without a potency; inactive means the rest, 99 in 100 with inhibition below about 19%;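 further: 0% = induced wells with vehicle and 100% = uninduced wells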
VEEV TC-83 Vero: inhibitors of VEEV TC-83 cytopathic effect, confirmation, Vero cells (AID 588727) | inhibition, % at 20 µM, or IC50 in µM where a hit was titrated | actives 0.13% (n = 350,000) | Vero cells, VEEV TC-83 cytopathic effect inhibition; higher % means a stronger effect; in the data active means a potency from the dose series; inconclusive means inhibition mostly from about 14% at the one dose, without a potency; inactive means the rest, 99 in 100 with inhibition below about 12%; further: strong numbers were not always called active
influenza NS1A: NS1A inhibition, H1N1 influenza, cell based functional assay (AID 504329); NS1A functional cell-based assay, percent inhibition; higher % means a stronger effect; actives 0.3% (n = 340,000); inhibition, % at 12.5 µM, or IC50 in µM where a hit was titrated; in the data active means a potency from the dose series; inconclusive means inhibition above about 27% without an active follow-up result; further: strong numbers were not always called active
M. tuberculosis: growth inhibition of non-replicating M. tuberculosis (AID 488890) | Mycobacterium tuberculosis non-replicating, growth inhibition; higher % means a stronger effect | inhibition, % at 25 µM; hits with a dose series show IC50 in µM | actives 0.39% (n = 320,000); in the data active means a potency from the dose series; inconclusive means inhibition mostly from about 82% at the one dose, without a potency; inactive means the rest, 99 in 100 with inhibition below about 76%;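 further: plate controls were DMSO cells for no effect and high antibiotic wells for full effect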
Active calls of the source: *.

The first 8 records, ahead of the listing:
`CC(C)(C)c1[nH]nc2c1C(c1cccnc1)C(C#N)=C(N)O2` (centres undefined) gave H37Rv inhibition 0%, Salmonella PhoP GFP -1%, VEEV TC-83 Vero inactive, influenza NS1A 0% and M. tuberculosis -5%.
`O=C(Nc1cccc(C(=O)N2CCCCC2)c1)C1CC1` gave VEEV TC-83 Vero inactive and influenza NS1A -12%.
For COc1ccc(N2CCN(c3oc(-c4ccco4)nc3C#N)CC2)cc1 the results were H37Rv inhibition 0%, Salmonella PhoP GFP -4%, VEEV TC-83 Vero 0.8%, influenza NS1A 16% and M. tuberculosis 2%.
`CCCCNC(=O)N1CCN(C(=O)c2ccco2)CC1` gave H37Rv inhibition -1%, Salmonella PhoP GFP 0%, VEEV TC-83 Vero 0.5%, influenza NS1A -1% and M. tuberculosis 7%.
Screening S=C1NC[C@H](CC2CCCCC2)N1CCc1cccc2ccccc12 returned H37Rv inhibition 6%, Salmonella PhoP GFP -1%, VEEV TC-83 Vero inactive, influenza NS1A -5% and M. tuberculosis 41%.
For COc1ccc(N2CCN(C(=O)CSc3ncnc4c3cnn4-c3ccccc3C)CC2)cc1 the results were H37Rv inhibition 2%, Salmonella PhoP GFP -8%, VEEV TC-83 Vero inactive, influenza NS1A 1% and M. tuberculosis 0%.
COc1ccc(Cl)cc1NC(=S)N(CCCN1CCOCC1)Cc1cn(C)c2ccccc12 was read as H37Rv inhibition 4%, Salmonella PhoP GFP -6%, VEEV TC-83 Vero inactive, influenza NS1A 13% and M. tuberculosis 22%.
NNC(=O)c1cc2ccccc2cc1O was read as H37Rv inhibition 3%, Salmonella PhoP GFP 2%, VEEV TC-83 Vero 2.5%, influenza NS1A 4% and M. tuberculosis 33%.

All compounds of this part (from the top)
`CC(C)(C)c1[nH]nc2c1C(c1cccnc1)C(C#N)=C(N)O2` (centres undefined) gave H37Rv inhibition 0%, Salmonella PhoP GFP -1%, VEEV TC-83 Vero inactive, influenza NS1A 0% and M. tuberculosis -5%.
`O=C(Nc1cccc(C(=O)N2CCCCC2)c1)C1CC1` gave VEEV TC-83 Vero inactive and influenza NS1A -12%.
For COc1ccc(N2CCN(c3oc(-c4ccco4)nc3C#N)CC2)cc1 the results were H37Rv inhibition 0%, Salmonella PhoP GFP -4%, VEEV TC-83 Vero 0.8%, influenza NS1A 16% and M. tuberculosis 2%.
`CCCCNC(=O)N1CCN(C(=O)c2ccco2)CC1` gave H37Rv inhibition -1%, Salmonella PhoP GFP 0%, VEEV TC-83 Vero 0.5%, influenza NS1A -1% and M. tuberculosis 7%.
Screening S=C1NC[C@H](CC2CCCCC2)N1CCc1cccc2ccccc12 returned H37Rv inhibition 6%, Salmonella PhoP GFP -1%, VEEV TC-83 Vero inactive, influenza NS1A -5% and M. tuberculosis 41%.
For COc1ccc(N2CCN(C(=O)CSc3ncnc4c3cnn4-c3ccccc3C)CC2)cc1 the results were H37Rv inhibition 2%, Salmonella PhoP GFP -8%, VEEV TC-83 Vero inactive, influenza NS1A 1% and M. tuberculosis 0%.
COc1ccc(Cl)cc1NC(=S)N(CCCN1CCOCC1)Cc1cn(C)c2ccccc12 was read as H37Rv inhibition 4%, Salmonella PhoP GFP -6%, VEEV TC-83 Vero inactive, influenza NS1A 13% and M. tuberculosis 22%.
NNC(=O)c1cc2ccccc2cc1O was read as H37Rv inhibition 3%, Salmonella PhoP GFP 2%, VEEV TC-83 Vero 2.5%, influenza NS1A 4% and M. tuberculosis 33%.
For O=C(OCCOc1ccc(Br)cc1)c1ccc(Cl)c(S(=O)(=O)N2CCOCC2)c1 the results were H37Rv inhibition 2%, Salmonella PhoP GFP 4%, VEEV TC-83 Vero 2.4%, influenza NS1A -16% and M. tuberculosis -5%.
Screening CC(N)Cc1cn(Cc2ccccc2)c2ccccc12 (centres undefined) returned H37Rv inhibition 12%, Salmonella PhoP GFP -1%, VEEV TC-83 Vero inactive, influenza NS1A 4% and M. tuberculosis 46%.
N#Cc1cc(C#N)c(SCC(=O)N2CC(=O)Nc3ccccc32)nc1N was read as H37Rv inhibition -4%, VEEV TC-83 Vero 12%, influenza NS1A 5% and M. tuberculosis -4%.
`NC(=S)N=Nc1c(O)n(Cc2ccccc2)c2ccccc12` gave H37Rv inhibition 0%, Salmonella PhoP GFP -9%, VEEV TC-83 Vero 0.2%, influenza NS1A -2% and M. tuberculosis 30%.
`O=C(Nc1nc2ccc(F)cc2s1)c1cccc(S(=O)(=O)N2CCc3ccccc32)c1` gave H37Rv inhibition 62%, Salmonella PhoP GFP -8%, VEEV TC-83 Vero 0.9%, influenza NS1A 20% and M. tuberculosis 48%.
N=c1c2c(-c3ccccc3)c(-c3ccccc3)n(Cc3ccccc3)c2ncn1CCCn1ccnc1 was read as H37Rv inhibition inconclusive, Salmonella PhoP GFP -4%, VEEV TC-83 Vero inactive, influenza NS1A -1% and M. tuberculosis inconclusive.
Cc1nc(NC(=O)/C=C/c2ccc(Cl)cc2Cl)sc1C(=O)N(C)C was read as H37Rv inhibition -3%, Salmonella PhoP GFP -6%, VEEV TC-83 Vero 2.6%, influenza NS1A -4% and M. tuberculosis -17%.
Screening NS(=O)(=O)c1ccc(NC(=O)CN2CCCCC2)cc1 returned H37Rv inhibition -11%, Salmonella PhoP GFP -9%, VEEV TC-83 Vero 1.2%, influenza NS1A -1% and M. tuberculosis 0%.
`COCCn1c(Cc2ccccc2)nnc1SCC(=O)Nc1ccccc1` gave H37Rv inhibition -3%, Salmonella PhoP GFP -4%, VEEV TC-83 Vero 1.0%, influenza NS1A 4% and M. tuberculosis inconclusive.
Cc1ccc(-n2nnnc2Sc2nc([N+](=O)[O-])nn2C)cc1C was read as H37Rv inhibition inconclusive, Salmonella PhoP GFP -1%, VEEV TC-83 Vero 0.1%, influenza NS1A -12% and M. tuberculosis 38%.
CC12CCC(=O)C=C1CCC1C2C(O)CC2(C)C(O)CCC12 (centres undefined) was read as VEEV TC-83 Vero 1.3% and influenza NS1A 8%.
CCOC(=O)CC(NC(=O)Cn1nnc(-c2ccccc2Cl)n1)c1ccc(OC)cc1 (centres undefined) was read as H37Rv inhibition -3%, Salmonella PhoP GFP -16%, VEEV TC-83 Vero 0.8%, influenza NS1A -6% and M. tuberculosis 15%.
For COc1cccc(NC(=O)c2cc(S(=O)(=O)N3CCc4ccccc43)cn2C)c1 the results were H37Rv inhibition -15%, Salmonella PhoP GFP -7%, VEEV TC-83 Vero 1.1%, influenza NS1A -1% and M. tuberculosis -18%.
`CN(CC(=O)Nc1ccccc1Cl)C(=O)CSc1nc2ccccc2s1` gave H37Rv inhibition 10%, Salmonella PhoP GFP 6%, VEEV TC-83 Vero 1.2%, influenza NS1A 1% and M. tuberculosis 49%.
COCCn1c(SCC(=O)NCc2cccs2)nnc1-c1ccc(OC)cc1 was read as H37Rv inhibition 1%, Salmonella PhoP GFP -4%, VEEV TC-83 Vero 0.3%, influenza NS1A -3% and M. tuberculosis 3%.
`Cc1ccc(Nc2c(-c3ccc(C)o3)nc3cnccn23)cc1` gave H37Rv inhibition 5%, Salmonella PhoP GFP 13%, VEEV TC-83 Vero 9.4%, influenza NS1A 2% and M. tuberculosis inconclusive.
Screening CS(=O)(=O)c1ccc(Cl)c(NC(=O)c2cc(=O)[nH]c3ccc(S(=O)(=O)N4CCOCC4)cc23)c1 returned H37Rv inhibition -1%, Salmonella PhoP GFP 1%, VEEV TC-83 Vero 0.5%, influenza NS1A -3% and M. tuberculosis 0%.
`CCOc1ccc(NC(=O)CCSc2ccc(C)cc2)cc1` gave H37Rv inhibition inconclusive, Salmonella PhoP GFP 9%, VEEV TC-83 Vero 0.5%, influenza NS1A -12% and M. tuberculosis inconclusive.
For CN(CC(=O)Nc1ccc(S(N)(=O)=O)cc1)C1CCCCC1 the results were H37Rv inhibition -1%, Salmonella PhoP GFP 11%, VEEV TC-83 Vero inactive and influenza NS1A 6%.
For COc1ccc(Cc2noc(CN3CCN(Cc4cccc(Cl)c4)CC3)n2)cc1OC the results were H37Rv inhibition -3%, Salmonella PhoP GFP -1%, VEEV TC-83 Vero inactive, influenza NS1A 5% and M. tuberculosis 17%.
COC(=O)C1CCN(C(=O)NC2CC(=O)N(c3ccc4c(c3)OCCO4)C2)CC1 (centres undefined) was read as H37Rv inhibition -5%, Salmonella PhoP GFP -1%, VEEV TC-83 Vero 1.0%, influenza NS1A -6% and M. tuberculosis -10%.
`C=CC[C@@H](CC(=O)N[C@H](CO)Cc1ccccc1)C(=O)N[C@H](C)COC(=O)[C@@H](CC=C)Cc1ccc(F)cc1` gave H37Rv inhibition 0%, VEEV TC-83 Vero 0.6%, influenza NS1A -6% and M. tuberculosis 36%.
CCOC(=O)CN1C(=O)CSc2ccc(S(=O)(=O)N3CCCC3)cc21 was read as H37Rv inhibition 4%, Salmonella PhoP GFP 1%, VEEV TC-83 Vero 0.5%, influenza NS1A -7% and M. tuberculosis -6%.
Screening O=C(CN1C(=O)NC2(CCCC2)C1=O)Nc1cc(Cl)ccc1N1CCOCC1 returned H37Rv inhibition 25%, Salmonella PhoP GFP -4%, VEEV TC-83 Vero 1.4%, influenza NS1A -14% and M. tuberculosis 5%.
`CC(C)(C(N)=O)N1CCN(c2ncc(C(F)(F)F)cc2Cl)CC1` gave H37Rv inhibition 3%, Salmonella PhoP GFP -1%, VEEV TC-83 Vero inactive, influenza NS1A -19% and M. tuberculosis 6%.
For COc1ccc(S(=O)(=O)N2CCOCC2)cc1NC(=O)c1ccc2c(c1)OCO2 the results were H37Rv inhibition 6%, VEEV TC-83 Vero 4.0%, influenza NS1A 10% and M. tuberculosis 0%.
Screening Cc1cc(NC(=O)CCC(=O)N(CC(=O)NC2CCCC2)Cc2ccco2)no1 returned H37Rv inhibition -5%, Salmonella PhoP GFP 2%, VEEV TC-83 Vero 0.8%, influenza NS1A 1% and M. tuberculosis 0%.
`O=C(Nc1ccccc1N1CCOCC1)c1cccc(S(=O)(=O)N2CCOCC2)c1` gave H37Rv inhibition -4%, VEEV TC-83 Vero 8.2%, influenza NS1A -17% and M. tuberculosis -7%.
CN(Cc1ccccc1)C(=O)c1ccc(NC(=O)Cc2ccc(NC(=O)C3CCN(C(=O)C4CCCCC4)CC3)cc2)cc1 was read as VEEV TC-83 Vero 1.0% and influenza NS1A -6%.
CC(Nc1cc(N2CCN(C(=O)C(C)(C)C)CC2)ccc1[N+](=O)[O-])c1ccccc1 (centres undefined) was read as H37Rv inhibition 7%, Salmonella PhoP GFP 1%, VEEV TC-83 Vero 3.5%, influenza NS1A 17% and M. tuberculosis 31%.
`O=C(COC(=O)C1CCC1)NCCc1ccc(Cl)cc1Cl` gave H37Rv inhibition -1%, Salmonella PhoP GFP -9%, VEEV TC-83 Vero 3.7%, influenza NS1A -6% and M. tuberculosis 43%.
COc1cc(C(=O)Nc2ccc(N(C)C)cc2)cc(OC)c1OC was read as H37Rv inhibition 5%, Salmonella PhoP GFP -14%, VEEV TC-83 Vero 0.0%, influenza NS1A 7% and M. tuberculosis 7%.
CC1(C)S[C@@H]2[C@H](NC(=O)COc3ccccc3)C(=O)N2C1C(=O)OCC1CCCCC1 (some centres undefined) was read as H37Rv inhibition -2%, Salmonella PhoP GFP -2%, VEEV TC-83 Vero 3.3%, influenza NS1A -16% and M. tuberculosis 20%.
Screening CCc1ccc(C(=O)Nc2ccc(S(=O)(=O)Nc3nc(C)cc(C)n3)cc2)o1 returned H37Rv inhibition 11%, Salmonella PhoP GFP 2%, VEEV TC-83 Vero inactive, influenza NS1A -17% and M. tuberculosis 23%.
`O=C(Nc1cccc(F)c1)C1CCCN1S(=O)(=O)c1cccc2cccnc12` (centres undefined) gave H37Rv inhibition -12%, Salmonella PhoP GFP -12%, VEEV TC-83 Vero 4.0%, influenza NS1A 1% and M. tuberculosis 21%.
O=C(NCCc1csc(-c2ccccc2)n1)c1ccccc1F was read as H37Rv inhibition 1%, Salmonella PhoP GFP 5%, VEEV TC-83 Vero 1.0%, influenza NS1A -19% and M. tuberculosis 29%.
Screening O=C(OCN1C(=O)c2ccccc2C1=O)c1ccccc1 returned H37Rv inhibition 1%, Salmonella PhoP GFP -9%, VEEV TC-83 Vero 0.9%, influenza NS1A 9% and M. tuberculosis 27%.
`CCN(CC)C(=O)c1ccc2c(c1)N(Cc1ccccc1)C(=O)CS2=O` (centres undefined) gave H37Rv inhibition 0%, Salmonella PhoP GFP 1%, VEEV TC-83 Vero 0.7%, influenza NS1A 3% and M. tuberculosis -26%.
